Source: PubChem (several laboratories)
Hsp70 act: switches on Hsp70 transcription | HeLa Hsp70 promoter luciferase reporter, luminescence; scaled: vehicle 0, proteasome-inhibitor control 100% | activation, % at 10 µM | 200,000 compounds, 0.04% hits;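 active = activation above the mean across all tested compounds plus 3 SD, cutoff set per campaign, cut at about 5.5% in these data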;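 also: 100% = MG132 at 30 µM as the positive control and 0% = DMSO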
S1P3 antagonist: S1P3 (human) receptor antagonism; AID 485; Q99500; CHO S1P3 NFAT-BLA reporter, FRET fluorescence, antagonist mode; inhibition, % at 4.98 µM; 170,000 compounds, 0.27% hits;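 active = inhibition above the plate cutoff, the mean inhibition of test wells on that plate plus 3 SD, cut at about 28% in these data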;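 also: cells challenged with S1P at its EC80 of 0.8 µM; blue over green emission ratio from cleaved BLA substrate after 4 h stimulation; 0% = S1P-stimulated wells and 100% = unstimulated DMSO-only wells; some compounds past the cut are filed as inactive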
Target sequence (Q99500 whole entry, looked up): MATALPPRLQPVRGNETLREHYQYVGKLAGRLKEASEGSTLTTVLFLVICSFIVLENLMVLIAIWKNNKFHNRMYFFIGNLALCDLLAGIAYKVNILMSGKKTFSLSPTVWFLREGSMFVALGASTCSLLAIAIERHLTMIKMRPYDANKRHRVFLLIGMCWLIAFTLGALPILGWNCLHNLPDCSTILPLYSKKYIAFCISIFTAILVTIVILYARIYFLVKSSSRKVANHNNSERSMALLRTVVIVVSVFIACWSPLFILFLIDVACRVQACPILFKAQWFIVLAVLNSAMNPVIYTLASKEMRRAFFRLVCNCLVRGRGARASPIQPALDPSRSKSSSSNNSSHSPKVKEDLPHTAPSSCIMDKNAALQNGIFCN
Lmaj promast: reduces viability of Leishmania major promastigotes | resazurin fluorescence viability | inhibition, % at 10 µM | 200,000 compounds, 9% hits | AID 1063; in the data active = inhibition above about 50%;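 also: promastigotes grown with compound for 44 hours at 28 °C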
RAM network inh: blocks the yeast RAM network. S. cerevisiae dse1pr::URA3 reporter, 5-FOA growth OD615, 2 d; analog-sensitive cbk1-as2 kinase mutant strain. inhibition, % at 50 µM. 190,000 compounds, 1.8% hits. AID 868;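 active = inhibition above a set limit, 3 SD over mean compound inhibition, cut at about 8.4% in these data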;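 also: 0% = DMSO-only wells with no growth and 100% = 10 µM 1-NA-PP1 full growth; inhibition rescues growth on 5-FOA so higher OD means more RAM inhibition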
HMGR II inh: blocks class II HMG-CoA reductase of Enterococcus faecalis | 190,000 compounds, 0.41% hits | inhibition, % at 10 µM | AID 1066 | purified E. faecalis HMGR, NADPH absorbance 340 nm kinetic;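 active = inhibition above a set limit, the median over all tested compounds plus 3 SD, cut at about 9.5% in these data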;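 also: enzyme runs in reverse so mevalonate oxidation gives rising NADPH absorbance; 0% = complete reaction with DMSO and 100% = background rate lacking mevalonate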
Redox H2O2 prof: compounds producing H2O2 with reducing agent – biochemical, NIH compound library profiling, artefact control for MLSCN library redox annotation, primary screen | activation, % at 10 µM | 200,000 compounds, 0.03% hits | AID 878 | DTT-dependent redox cycling H2O2, phenol red/HRP absorbance; 100% = 100 µM peroxide control, 0% = buffer;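 active = activation of at least 50% relative to the plate's high and low controls in the primary single-dose screen; inactive = activation below 50%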;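 also: compound incubated with DTT at 0.8 mM final as the reducing agent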
TNAP inh hiacc: inhibitors of human TNAP at high phosphate acceptor concentration. purified TNAP, CDP-star luminescence, 1 M DEA. inhibition, % at 20 µM. 200,000 compounds, 0.03% hits. AID 1135;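 active = over 50% inhibition of tissue-nonspecific alkaline phosphatase at 20 µM in the single-dose screen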;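 also: plate controls were DMSO wells for no effect and EDTA-quenched wells as full inhibition for full effect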
TNAP inh no acc: inhibitors of human TNAP without phosphate acceptor; 200,000 compounds, 0.26% hits; AID 1012; purified TNAP, CDP-star luminescence, 30 min; P05186; inhibition, % at 20 µM;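 active = tissue-nonspecific alkaline phosphatase inhibition above about 50% at 20 µM in the single-dose screen, limit read from the data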;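 also: 0% = DMSO negative control and 100% = EDTA positive control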
PMI act hi M6P: increases human PMI activity with near-saturating mannose 6-phosphate; activation factor at 20 µM; 190,000 compounds, 0.34% hits; coupled PMI enzyme assay, resazurin fluorescence, 20 min; hits give high values; 1 = untreated enzyme, 0 = substrate-free blank; P34949;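 active = activation factor of 2 or more at 20 µM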
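Material: human phosphomannose isomerase with PGI, G6PDH, diaphorase coupling enzymes; amount: PMI at 15 ng/mL final; also added: Mannose-6-phosphate 1.0 mM (near-saturating) plus 0.22 mM NADP+; incubation: enzyme reaction with compound 20 min at room temperature; signal: resorufin fluorescence (Ex 544/Em 590 nm) from resazurin via diaphorase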
PMI act: activators of human phosphomannose isomerase. activation factor at 20 µM. purified human PMI, coupled resazurin fluorescence, 20 min; hits give high values; 1 = vehicle control, 0 substrate-free wells. P34949. AID 1214. 190,000 compounds, 0.005% hits;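 active = activation factor of 2 or more at 20 µM, relative to plate controls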
Active calls of the source: *; / = not tested or not shown.

Under each structure: Hsp70 act	S1P3 antagonist	Lmaj promast	RAM network inh	HMGR II inh	Redox H2O2 prof	TNAP inh hiacc	TNAP inh no acc	PMI act hi M6P	PMI act
> COC(=O)c1ccc(CSc2nnc(-c3ccncc3)o2)o1
 : 0.2	-14	-3	1.0	-4	-0.2	-4	6	0.7	1
> COCCn1nnnc1C(c1ccccc1Cl)N1CCN(c2ccccc2OC)CC1 (stereo unspecified)
 : -0.2	15	-1	3.6	-2	2.6	-6	-14	1	1
> Cc1cccc(N2C(=O)CC(Sc3ccccc3C(=O)O)C2=O)c1 (stereo unspecified)
 : -0.4	7	-6	1.1	-2	-0.1	1	5	1.1	1
> CCOC(=O)c1c(NCC(C)C)c2ccccc2[nH]c1=O
 : -0.4	/	12	2.0	-3	-1.0	6	0	1.1	1
> CCCCCN1C=CC(=C2C(=O)c3ccccc3C2=O)C=C1
 : -0.6	17	12	4.8	-3	-0.8	1	-8	1	1.2
> CCOC(=O)NC(Nc1nc2ccccc2s1)(C(=O)OCC)C(F)(F)F (stereo unspecified)
 : -0.2	-17	6	1.7	0	2.3	-10	-15	0.9	0.9
> COC(=O)[C@@H](NC(=O)Nc1cc(Cl)ccc1C)C(C)C
 : -0.1	/	-2	1.7	2	1.7	-2	-8	1	1
> CC(C)OC(=O)CSc1nc2cccnc2n1-c1ccc(F)cc1
 : -0.2	/	-1	3.9	1	0.0	-4	-10	0.9	0.9
> COC(=O)c1sc(S(=O)(=O)Nc2ccc(Br)cc2)c(C(=O)OC)c1C
 : -0.1	-3	3	8.7*	0	-0.1	-3	-15	1	0.9
> CCCCC(=O)NC(=S)Nc1cccc(Cl)c1N1CCCCC1
 : -0.3	-8	11	5.9	-4	0.1	-2	-10	0.8	0.8
> CN(C)/C=C/C(=O)c1cnc(-c2ccc(Cl)cc2)s1
 : 0.1	-9	-7	-0.7	-1	0.0	-2	-11	1	1
> CC(=O)c1c(C)[nH]c(C(=O)CSc2nc3ccccc3n2C)c1C
 : -0.2	/	14	2.5	0	1.4	2	-3	1	1
> O=c1c2ccccc2c(C=NCCO)c(O)n1-c1ccccc1
 : -0.2	46	0	0.9	1	0.5	2	-8	0.9	1
> CCn1cc(C(=O)NCc2ccc(C)o2)c2cc(OC)c(OC)cc2c1=O
 : 0.0	-4	8	0.7	-6	-3.3	-3	-6	0.9	0.9
> Clc1ccc(OCCCCN2CCc3ccccc3C2)cc1
 : -0.2	4	85*	-0.5	0	0.4	-4	-5	0.9	1
> CN(C)c1nc2n(c(=O)n1)CCS2
 : 0.1	/	-7	2.3	-1	0.1	-3	-6	1	1
> S=c1[nH]nc(-c2ccccc2)n1/N=C/c1c[nH]c2ccccc12
 : -0.3	-28	55*	3.7	0	0.4	-2	-4	1.1	1
> CCn1c(CSCc2ccc(F)cc2)nnc1SCC(=O)N1CCN(c2ccccc2)CC1
 : -0.1	/	63*	0.5	-6	0.1	-4	-13	1	1
> COc1cccc(CN(CC2CCCO2)C(=O)c2cc3ccccc3oc2=O)c1 (stereo unspecified)
 : -0.2	-12	-3	-0.4	-9	-3.0	-4	-4	0.9	0.9
> COc1ccc(C2C(C#N)C(C#N)N3CCCN23)cc1 (stereo unspecified)
 : -0.2	/	-4	3.1	-9	2.5	1	-6	1	1.1

Other records follow.
Labels used below: A = Hsp70 act; B = S1P3 antagonist; C = Lmaj promast; D = RAM network inh; E = HMGR II inh; F = Redox H2O2 prof; G = TNAP inh hiacc; H = TNAP inh no acc; I = PMI act hi M6P; J = PMI act
Cc1cc(C)n(-c2nc(N(c3ccccc3)c3ccccc3)nc(-n3nc(C)cc3C)n2)n1
  A: -0.3	B: /	C: 54*	D: 5.2	E: 2	F: 1.8	G: -3	H: 2	I: 0.9	J: 1

Cc1ccc(NCc2ccncc2)c(Br)c1
  A: -0.2	B: -30	C: -8	D: 0.7	E: -3	F: 0.3	G: -10	H: -8	I: 1.2	J: 1.2

C=CCNCCCCOc1cccc(Br)c1
  A: -0.1	B: -8	C: 96*	D: 0.4	E: -1	F: -0.5	G: -7	H: -5	I: 0.9	J: 1

CCCCCCNC(=O)CCNC(=O)c1cc(OC)c(OC)c(OC)c1
  A: -0.1	B: -37	C: 0	D: 1.7	E: -1	F: 2.1	G: -4	H: -15	I: 0.9	J: 1

Cc1cc(S(=O)(=O)N2CCN(c3ncccn3)CC2)ccc1-n1cnnn1
  A: 0.0	B: /	C: -4	D: 2.3	E: -3	F: 0.4	G: -1	H: -6	I: 1	J: 1

CC1(C)Cc2nc3oc4c(=O)n(CC(=O)Nc5ccccc5)cnc4c3cc2CO1
  A: 0.2	B: 7	C: -1	D: 3.4	E: -6	F: -0.3	G: -1	H: -4	I: 1	J: 1

COCC(=O)Nc1ccc(C(=O)Nc2ccccc2Cl)cc1
  A: -0.1	B: 2	C: -4	D: 2.2	E: 0	F: 0.2	G: -1	H: -4	I: 0.9	J: 0.9

Molecules above that contain a carbonyl joined to an NH by a bond outside any ring:
Labels used below: A = Hsp70 act; B = S1P3 antagonist; C = Lmaj promast; D = RAM network inh; E = HMGR II inh; F = Redox H2O2 prof; G = TNAP inh hiacc; H = TNAP inh no acc; I = PMI act hi M6P; J = PMI act
CCOC(=O)NC(Nc1nc2ccccc2s1)(C(=O)OCC)C(F)(F)F (stereo unspecified)
  A: -0.2	B: -17	C: 6	D: 1.7	E: 0	F: 2.3	G: -10	H: -15	I: 0.9	J: 0.9

COC(=O)[C@@H](NC(=O)Nc1cc(Cl)ccc1C)C(C)C
  A: -0.1	B: /	C: -2	D: 1.7	E: 2	F: 1.7	G: -2	H: -8	I: 1	J: 1

CCCCC(=O)NC(=S)Nc1cccc(Cl)c1N1CCCCC1
  A: -0.3	B: -8	C: 11	D: 5.9	E: -4	F: 0.1	G: -2	H: -10	I: 0.8	J: 0.8

CCn1cc(C(=O)NCc2ccc(C)o2)c2cc(OC)c(OC)cc2c1=O
  A: 0.0	B: -4	C: 8	D: 0.7	E: -6	F: -3.3	G: -3	H: -6	I: 0.9	J: 0.9

CCCCCCNC(=O)CCNC(=O)c1cc(OC)c(OC)c(OC)c1
  A: -0.1	B: -37	C: 0	D: 1.7	E: -1	F: 2.1	G: -4	H: -15	I: 0.9	J: 1

CC1(C)Cc2nc3oc4c(=O)n(CC(=O)Nc5ccccc5)cnc4c3cc2CO1
  A: 0.2	B: 7	C: -1	D: 3.4	E: -6	F: -0.3	G: -1	H: -4	I: 1	J: 1

COCC(=O)Nc1ccc(C(=O)Nc2ccccc2Cl)cc1
  A: -0.1	B: 2	C: -4	D: 2.2	E: 0	F: 0.2	G: -1	H: -4	I: 0.9	J: 0.9
